AMA1 RON2 block: AMA1-RON2 (P. falciparum) interaction inhibition; AlphaScreen AMA1-biotinylated RON2 peptide binding; Potency, µM (highest dose often 58.2 µM), without a hit: top-dose activity change, negative = inhibition, hits mostly inhibitors; 360,000 compounds, 0.2% hits;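 further: potency means the concentration at half of the fitted maximal effect; 0% = vehicle wells and -100% = peptide control; nearly all actives have a fitted effect of over 45% in size; some results filed as inactive show a strong effect at the top dose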
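AMA1 (3D7) with his tag at 25 nM final met compounds first, then biotinylated RON2 peptide at 25 nM; detection used donor plus acceptor beads, 10 µg/mL apiece, read by AlphaScreen after 30 min at room temperature.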
Cycloheximide cs: affects cycloheximide protein synthesis inhibition readout, counter-screen | cell reporter, cycloheximide protein synthesis inhibition counterscreen | max response, % | 300,000 compounds, 12% hits; in the data active means max response mostly above about 13%, no sharp cut-off; inactive means mostly below about 14%; further: read at 38.3 µM for the half of the compounds with a filed dose; 0% is about no effect
AmpC detergent: blocks E. coli AmpC beta-lactamase in detergent assay; Potency, µM (series often up to 114 µM), for the others: at the top dose activity change, negative = inhibition, most hits filed as inhibitors; AmpC hydrolysis of nitrocefin, absorbance 480 nm, 0.01% Triton; 370,000 compounds, 0.041% hits; AID 485294;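 further: potency means the concentration at half of the fitted maximal effect; 0% = no-compound wells and -100% = no-enzyme wells; nearly all actives have a fitted effect of over 25% in size; some results filed as inactive show a strong effect at the top dose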
Target sequence (P00811 whole entry, looked up): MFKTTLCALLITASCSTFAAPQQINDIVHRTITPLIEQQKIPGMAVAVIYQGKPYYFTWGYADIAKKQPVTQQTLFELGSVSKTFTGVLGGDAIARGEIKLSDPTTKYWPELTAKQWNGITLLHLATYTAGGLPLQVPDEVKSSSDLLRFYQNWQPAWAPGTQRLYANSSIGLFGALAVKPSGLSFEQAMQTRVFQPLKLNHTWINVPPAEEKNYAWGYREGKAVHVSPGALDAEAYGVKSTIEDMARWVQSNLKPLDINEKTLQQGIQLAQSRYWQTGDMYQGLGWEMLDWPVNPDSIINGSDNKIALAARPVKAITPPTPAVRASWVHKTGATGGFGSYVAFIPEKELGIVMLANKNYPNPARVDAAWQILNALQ
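AmpC (5.3 nM in the dispensed reagent) in 20 mM phosphate pH 7.0 with 0.01% (detergent screen) or 0.0001% Triton X-100 was preincubated with compounds for 15 min at room temperature. Nitrocefin was then added from an 800 uM solution, and hydrolysis was followed at 480 nm.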
Shiga inhibitor: Shiga toxin inhibition; Vero cells, Shiga toxin protein synthesis inhibition reporter; inhibition, % at 38.7 µM; 290,000 compounds, 9.2% hits; AID 2315; in the data active means inhibition mostly above about 28%, no sharp cut-off; inactive means mostly below about 43%; further: 0% is about no effect
Giardia FBPA inh: blocks Giardia fructose-bisphosphate aldolase activity; A8B2U2; purified Giardia FBPA; Potency, µM (top dose mostly 59.6 µM), for the others: top-dose activity, negative = inhibition, most hits filed as inhibitors; 290,000 compounds, 0.71% hits; AID 2451; further: potency means the concentration at half of the fitted maximal effect; on the % scale 0 is the no-effect control and ±100 the full control effect; nearly all actives have a fitted effect of over 55% in size
Target sequence (A8B2U2 whole entry, looked up): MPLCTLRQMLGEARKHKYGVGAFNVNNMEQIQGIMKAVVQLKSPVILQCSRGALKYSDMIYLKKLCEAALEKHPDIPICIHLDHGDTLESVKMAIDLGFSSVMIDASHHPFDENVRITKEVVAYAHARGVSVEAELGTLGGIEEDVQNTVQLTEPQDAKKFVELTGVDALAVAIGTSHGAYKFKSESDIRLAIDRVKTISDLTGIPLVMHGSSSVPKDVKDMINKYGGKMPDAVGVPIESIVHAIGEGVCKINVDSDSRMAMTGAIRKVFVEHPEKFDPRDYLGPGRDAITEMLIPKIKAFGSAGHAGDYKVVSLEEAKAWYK
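40 nM FBPA preincubated 10 min at RT with compound (up to 57.5 uM final), then substrate plus GAPDH/TPI/NAD/arsenate coupling and diaphorase/resazurin added. Fluorescence read after 20 min at RT, 525/598 nm.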
AmpC no deterg: AmpC beta-lactamase inhibition without detergent | P00811 | AmpC nitrocefin hydrolysis, absorbance 480 nm, 0.0001% Triton | Potency, µM (highest dose often 57.1 µM), for the others: at the highest dose activity change, negative = inhibition, usual class: inhibitors | 330,000 compounds, 0.52% hits | AID 485341;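 further: potency means the concentration at half of the fitted maximal effect; plate controls were no compound for no effect and no enzyme for full effect; nearly all actives have a fitted effect of over 20% in size; some results filed as inactive show a strong effect at the top dose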
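20 mM phosphate pH 7.0 + 0.01% (detergent screen) or 0.0001% Triton X-100; 5.3 nM AmpC reagent; cpd preinc 15 min RT; nitrocefin (800 uM stock) to start; A480 q20 s × 4 min; Activity was normalised to no-enzyme and no-compound control wells.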
HCMV antiviral: inhibitors of human cytomegalovirus; HFF cells, HCMV-luciferase reporter, 72 h; stronger effect = lower value; activity change, negative = inhibition, % at 57.5 µM; 410,000 compounds, 4.5% hits; AID 1259415; in the data active means activity change below about -60%; inconclusive means no clear call, values can overlap the other calls; inactive means above about -39%; further: on the % scale 0 is the no-effect control and ±100 the full control effect
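Inhibition of viral replication was scored as loss of reporter luminescence in HFFs infected with HCMV-luciferase (MOI 1 PFU/cell) for 72 h; compounds tested at 2 doses, normalized to buffer and Salinomycin controls.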
* hit, by the source's call; ? = inconclusive; / = not tested or not shown; [ ] = remark or other dose. Unless noted, the call rests on the fitted dose curve; in most records, active means well fitted curve in the direction sought with a large enough effect; inconclusive means small, poorly fitted or top-dose-only effect, or another doubt; inactive means no such curve, though single readings can be large; an effect the other way counts as inactive or inconclusive.

Molecule,Giardia FBPA inh,AmpC detergent,Cycloheximide cs,AmpC no deterg,AMA1 RON2 block,HCMV antiviral,Shiga inhibitor
CCN=C(NS(=O)(=O)c1ccc(Br)cc1)c1ccc(Cl)cc1,-1%,-15%,-2,-6%,14%,-34,-17
Cc1cc(=O)oc2c(C)c(OC(C)C(=O)NC3CCN(Cc4ccccc4)CC3)ccc12 (stereo not given),7%,-7%,-3,19%,17%,46,-5
C/C(=N/N=C/c1ccc(N(C)C)cc1)c1ccccc1,3%,-8%,47*,-25%,-14%,-32,168*
COc1ccc(CC(=O)NC2CCN(CC(=O)N3CCCc4ccccc43)CC2)cc1OC,0%,4%,-3,0%,0%,54,-13
COC(=O)c1nn(-c2ccccc2)c(=O)cc1Oc1ccc(Cl)cc1,-3%,2%,-5,-14%,-1%,-13,-16
Cc1ccc(-c2cc(C(=O)N3CCN(C4CCS(=O)(=O)C4)CC3)c3ccccc3n2)cc1 (stereo not given),/,2%,/,233%[activator],-1%,53,/
Cc1ccc(-c2noc(C3CCCN(C(=O)c4ccc(F)cc4F)C3)n2)cc1 (stereo not given),-1%,-7%,15*,71%[activator],-4%,-37,17
Cc1ccc(Nc2cc(C)c(O)c(C)c2)cc1,?,1%,8,-18%,-29%,74,14

Five entries from above, arranged by length of the SMILES, rising.
Molecule,Giardia FBPA inh,AmpC detergent,Cycloheximide cs,AmpC no deterg,AMA1 RON2 block,HCMV antiviral,Shiga inhibitor
Cc1ccc(Nc2cc(C)c(O)c(C)c2)cc1,?,1%,8,-18%,-29%,74,14
Cc1ccc(-c2noc(C3CCCN(C(=O)c4ccc(F)cc4F)C3)n2)cc1 (stereo not given),-1%,-7%,15*,71%[activator],-4%,-37,17
COc1ccc(CC(=O)NC2CCN(CC(=O)N3CCCc4ccccc43)CC2)cc1OC,0%,4%,-3,0%,0%,54,-13
Cc1cc(=O)oc2c(C)c(OC(C)C(=O)NC3CCN(Cc4ccccc4)CC3)ccc12 (stereo not given),7%,-7%,-3,19%,17%,46,-5
Cc1ccc(-c2cc(C(=O)N3CCN(C4CCS(=O)(=O)C4)CC3)c3ccccc3n2)cc1 (stereo not given),/,2%,/,233%[activator],-1%,53,/

The list goes on:
Molecule,Giardia FBPA inh,AmpC detergent,Cycloheximide cs,AmpC no deterg,AMA1 RON2 block,HCMV antiviral,Shiga inhibitor
CC(/C=N/Nc1nnc2c(n1)[nH]c1ccccc12)=C\c1ccco1,-18%,-9%,32*,-1%,49%[activator],/,65
Cc1c(S(=O)(=O)Nc2cc(Cl)ccc2Cl)c(=O)n(C)c(=O)n1C,0%,?,-1,-20%,1%,0,-9
Cn1cc(CCC(=O)NC2CC(C)(C)Cc3c2cnn3-c2ccc(F)cc2)cn1 (stereo not given),0%,0%,-2,18%,-16%,33,4
CCOC(=O)C1=C(COC(=O)/C=C/c2cccc(OC)c2OC)NC(=O)NC1C (stereo not given),7%,1%,40*,56%,-4%,6,53*
N#Cc1cc(S(=O)(=O)c2ccccc2)c(N)[nH]c1=O,3%,0%,4,?,-4%,56,10
Cc1cccc(NC(=O)CSc2nnc(NC(=O)C3CC3)s2)c1C,-1%,1%,-1,-10%,2%,-18,-12
CSCC[C@H](NC(=O)[C@H](Cc1c[nH]c2ccccc12)NC(=O)CNC(=O)[C@H](Cc1ccc(O)cc1)NC(=O)[C@H](C)NC(=O)[C@H](CCC(=O)O)NC(=O)[C@H](CCC(=O)O)NC(=O)[C@H](CCC(=O)O)NC(=O)[C@H](CCC(=O)O)NC(=O)[C@H](CCC(=O)O)NC(=O)[C@H](CC(C)C)NC(=O)[C@H](Cc1c[nH]c2ccccc12)NC(=O)[C@@H]1CCCN1C(=O)CNC(=O)[C@@H]1CCC(=O)N1)C(=O)N[C@@H](CC(=O)O)C(=O)N[C@@H](Cc1ccccc1)C(=O)NCC(=O)O,-1%,/,-7,/,/,/,3
CCCCNC(=O)CC(NS(=O)(=O)c1ccc(C)cc1)c1ccco1 (stereo not given),-1%,1%,-6,-12%,4%,2,-6

Molecule,Giardia FBPA inh,AmpC detergent,Cycloheximide cs,AmpC no deterg,AMA1 RON2 block,HCMV antiviral,Shiga inhibitor
N#Cc1ccc(CC(C(=O)O)N2Cc3ccccc3C2=O)cc1 (stereo not given),7%,-1%,-1,-3%,9%,23,21
Cc1cc(Cl)c2oc(C(=O)NC(C)c3ccncn3)c(C)c2c1 (stereo not given),12%,-1%,7,121%[activator],-9%,34,15
COc1ccc(/C=N/N2CCOCC2)cc1Cn1cc([N+](=O)[O-])cn1,4%,-6%,15*,0%,-4%,4,30
COc1cccc(C(=O)Nc2nnc(S(=O)(=O)N(C)Cc3ccc(F)cc3)s2)c1,-28%,6%,-1,-33%,11%,3,13
O=C(COC(=O)CCc1ccc(S(=O)(=O)N2CCOCC2)cc1)Nc1ccccc1OC(F)F,/,/,/,11%,3%,-26,/
Cc1ccnc(NS(=O)(=O)c2ccc(NC(=O)C3COc4ccccc4O3)cc2)n1 (stereo not given),13%,3%,-1,-30%,7%,-7,-11
CSc1ccc(Cl)c(C(=O)NC2CCCC2)c1,4%,?,-3,-6%,17%,-34,10
Cc1nnc(SCC(=O)N2CCc3ccccc3C2)s1,-12%,?,8,-18%,-11%,7,12

Molecule,Giardia FBPA inh,AmpC detergent,Cycloheximide cs,AmpC no deterg,AMA1 RON2 block,HCMV antiviral,Shiga inhibitor
COc1ccc(N/N=C(/C#N)S(=O)(=O)c2nsc(C)c2C#N)cc1,13%,0%,12,-21%,-2%,0,5
Cc1ccc2c(COn3nnc4ccc(S(=O)(=O)N(C)C)cc43)cc(=O)oc2c1C,17%,-5%,-2,-1%,/,19,-6
O=C(Oc1ccnc2cc(Cl)ccc12)N1CCOCC1,4%,-11%,4,1%,7%,-76*,6
C/C(=N\NC(=O)c1cc(-c2ccc(C)s2)[nH]n1)c1ccco1,1%,-14%,39*,-26%,71%[activator],-24,66*
COc1ccccc1CCc1nnc(CCC(=O)NCC(C)Oc2cccnc2)o1 (stereo not given),1%,2%,1,8%,-4%,28,-2
Cc1ccc(CNC(=O)COC(=O)c2cccc(S(=O)(=O)N3CCCCC3)c2)cc1,/,2%,/,-9%,6%,-19,/
CCC(=O)N(Cc1cc(=O)[nH]c2ccccc12)c1ccccc1,6%,-1%,2,-12%,-25%,5,-1
O=C1c2ccccc2/C(=C\c2ccc3[nH]ccc3c2)N1c1ccccc1,/,/,/,-16%,-15%,-66*,/

Single records, from the list above:
Profile of `COc1ccccc1CCc1nnc(CCC(=O)NCC(C)Oc2cccnc2)o1` (stereo not given) : Giardia FBPA inh = 1%; AmpC detergent = 2%; Cycloheximide cs = 1; AmpC no deterg = 8%; AMA1 RON2 block = -4%; HCMV antiviral = 28; Shiga inhibitor = -2
Profile of `CCC(=O)N(Cc1cc(=O)[nH]c2ccccc12)c1ccccc1` : Giardia FBPA inh = 6%; AmpC detergent = -1%; Cycloheximide cs = 2; AmpC no deterg = -12%; AMA1 RON2 block = -25%; HCMV antiviral = 5; Shiga inhibitor = -1

More results
Molecule,Giardia FBPA inh,AmpC detergent,Cycloheximide cs,AmpC no deterg,AMA1 RON2 block,HCMV antiviral,Shiga inhibitor
Cc1c(C)c2ccc(O[C@@H]3O[C@H](CO)[C@@H](O)[C@H](O)[C@H]3O)c(C)c2oc1=O,6%,3%,-5,-2%,-5%,47,-6
C/C(=N\Nc1ccc(S(N)(=O)=O)cc1[N+](=O)[O-])c1cccs1,0%,-1%,-5,-29%,-19%,?,3
CCCNC(=O)C12CCC(C)(C(=O)C1Br)C2(C)C (stereo not given),8%,2%,-6,-5%,-7%,-2,-7
O=C(CN1C(=O)C2CCCCC2C1=O)NC1CCCc2ccccc21 (stereo not given),/,-11%,/,-5%,16%,-18,/
CC(=O)N1CCN(S(=O)(=O)c2cccc(C(=O)Nc3ccccc3N3CCCC3)c2)CC1,/,-3%,/,77%[activator],-19%,-17,/
COC(=O)Cn1ncc(N2C3CC(CC(C)(C)C3)C2C)c(Cl)c1=O (stereo not given),-1%,-4%,-4,-13%,-7%[11.6 µM],-3,-6
COc1ccc(C)cc1NC(=O)c1ccccc1N(C)S(=O)(=O)c1ccccc1,0%,-5%,-2,-1%,0%,-14,-8
CCCN(CCC)S(=O)(=O)c1ccc(C(=O)Nc2ccc(S(=O)(=O)Nc3nnc(CC)s3)cc2)cc1,-17%,6%,-1,-20%,0%,9,-7

Molecule,Giardia FBPA inh,AmpC detergent,Cycloheximide cs,AmpC no deterg,AMA1 RON2 block,HCMV antiviral,Shiga inhibitor
CCOc1[nH]n(-c2ccc(Cl)cc2)c(=O)c1C=Nc1ccc(OC)cc1,2%,-14%,-1,-15%,-11%,19,-9
Cc1ccnc2nc(C(=O)OCC(=O)Nc3ccccc3C(C)(C)C)nn12,2%,-2%,-8,6%,1%,-7,-1
CCCCn1c(=O)[nH]c(=O)c2c1nc(COC(=O)c1c(C)noc1C)n2CCC,5%,?,-3,-7%,21%,-18,-4
Cc1cc(C)n(C(=O)c2ccccc2[N+](=O)[O-])n1,2%,4%,-2,-25%,5%,?,0
Cc1ccc2c(c1)C(c1ccncc1)=NNC(c1ccccc1)=N2,0%,3%,50*,-5%,1%,11,103*
Cn1c(SCC(=O)N/N=C/C=C/c2ccccc2[N+](=O)[O-])nc2ccccc21,0%,?,-2,-36%,33%[activator],-34,-10
NNC(=S)NC1CCCCC1,?,-6%,13*,-15%[2.29 µM],50%[activator],49,43*
COc1cccc(NC(=O)Cc2nnc(SCC(=O)NC3=NCCS3)n2C)c1,-4%,?,0,-26%,2%,4,18

Molecule,Giardia FBPA inh,AmpC detergent,Cycloheximide cs,AmpC no deterg,AMA1 RON2 block,HCMV antiviral,Shiga inhibitor
CC(C)CNC(=O)c1cccc(NC(=O)COc2ccc([N+](=O)[O-])cc2)c1,0%,9%,-2,9%,10%,?,-10
CCC(=O)Nc1nonc1-c1nc2ccccc2n1N(C(=O)CC)C(=O)CC,-1%,0%,-7,-6%,-4%,26,18
CCC(C)(C)NC(=O)C(c1ccc(OC)cc1)N(Cc1cccs1)C(=O)CCC(=O)Nc1cc(C)on1 (stereo not given),-1%,-3%,-1,2%,-20%,-12,-5
COc1cccc2oc3cc(C#CC4(O)CCCCC4)ccc3c(=O)c12,12%,?,35*,235%[activator],-7%,66,58*
Cc1cc(C)c(C#N)c(SCc2cn3ccccc3n2)n1,-23%,0%,15*,5%,-2%,-77*,33
CCN(CC)CCOC(=O)c1cc2cc(COC)ccc2o1,0%,?,-1,-19%,8%,/,-7
CCOC(=O)c1cc2c(=O)n3ccccc3nc2n(CC2CCCO2)c1=NC(=O)/C=C/c1ccccc1 (stereo not given),3%,3%,2,80%[activator],0%,-16,-23
O=C(c1ccc(F)cc1)N1CCN(Cc2ccccc2Br)CC1,2%,0%,-2,?,-11%,23,-9

Bioassay records from PubChem.

Random draw from the library. Share with any hit: about 16%.
